MT stabilizer: microtubule stabilizers in HeLa cells. HeLa tubulin immunostaining HCS, 24 h; share of cells brighter than vehicle mean+2SD. % tubulin-high responders, % at 10 µM. 200,000 compounds, 0.83% hits;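 active means plate Z-score above 3 for both tubulin-high and condensed-nucleus cell shares, with cell loss under 80%, at 10 µM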;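 further: anti alpha tubulin signal scored within the nucleus-defined area of each cell; some results filed as inactive read as strong as hits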
TNAP activation fold: stimulation of alkaline phosphatase TNAP activity – biochemical, luminescent, no phosphate acceptor, uHTS, primary screen (AID 1001); 200,000 compounds, 0.03% hits; activation fold at 20 µM; hits with a dose series show EC50 in µM; purified TNAP, luminescent activation assay, no phosphate acceptor; higher activation fold means a stronger effect; in the data active means activation fold from about 3, or a potency from the dose series; inactive means the rest, 99 in 100 with activation fold below about 1.6; further: many of its hits are not listed in these tables
Dynein transport: blocks dynein driven cargo transport along microtubules. 3617.4 mouse cells, GR-EGFP nuclear translocation imaging; test concentration mostly 20 µM; stimulated with dexamethasone, 1 µM; stronger effect = lower value. z-score, hits read low. 220,000 compounds, 0.47% hits. AID 1381;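 active means plate z-score of nuclear minus cytoplasmic receptor signal below a set negative limit, without overly bright fluorescence or cell loss, cut at about -3.5 in these data, passing the limit was not always enough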;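 further: z-score of nuclear minus cytoplasmic ring GR-EGFP intensity difference per well; some compounds called inactive have numbers as strong as hits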
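Medium: Induction medium lacking tetracycline, stripped serum | Probe or stimulus: 1.0 µM final dexamethasone stimulus | Schedule: 48 h induction, then 1 h compound, then 30 min agonist, 37 °C | Signal: Automated 10x imaging of fixed Hoechst-stained cells | Evaluation: Per-cell GR-EGFP intensity, nucleus versus surrounding cytoplasmic ring, well-averaged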
b-catenin transl: beta-catenin nuclear translocation modulation; AID 1665; 190,000 compounds, 0.3% hits; HeLa beta-catenin nuclear translocation, immunofluorescence imaging; nuclear translocation activity, % at 5 µM;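 active means nuclear translocation activity above 50% at 5 µM, with a well cell count of 50 or more; inconclusive means wells under 50 cells across six images, flagged as toxic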;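 further: per-cell ratio of nuclear to cytoplasmic median beta-catenin stain intensity; plate controls were DMSO negative control for no effect and GSK-3 inhibitor IX positive control for full effect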
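System: Human HeLa cells, endogenous beta-catenin | Compound dosing: 5 µM primary, 0.02–20 µM confirmation | Timing: 24 h compound exposure at 37°C, 5% CO2 | Measured by: Fluorescence imaging of beta-catenin antibody stain plus DAPI | Read-out basis: % activation of per-cell nuclear versus cytoplasmic median beta-catenin signal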
PMI inhibitors: inhibitors of human PMI, primary screen, biochemical, fluorescence intensity, coupled assay (AID 1209); purified PMI enzyme, coupled fluorescence intensity; higher % means a stronger effect; one-dose inhibition, % at 20 µM; IC50 in µM for titrated hits; 190,000 compounds, 0.42% hits; in the data active means inhibition above about 50%;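 further: plate controls were DMSO vehicle for no effect and wells lacking substrate for full effect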
Lipid droplet: hepatic lipid droplet formation modulation; AML12 mouse hepatocytes, oleate lipid droplets, BODIPY imaging; inhibition, % at 6.5 µM; 240,000 compounds, 0.4% hits; AID 1656;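 active means lipid droplet intensity inhibited by at least 50%, with more than 500 cells counted; inconclusive means wells with under 300 cells, treated as cytotoxic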
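Test system: AML12 mouse liver cells; schedule: overnight exposure; technique: high-content imaging of BODIPY-stained droplets and DAPI nuclei; read-out: % inhibition of corrected integrated BODIPY droplet signal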
Ins promoter up: MIN6 insulin promoter up-regulation; MIN6 insulin promoter-GFP reporter, high-content imaging; stronger effect = higher value; z-score at 5 µM; 190,000 compounds, 0.3% hits; AID 1625;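 active means z-score above 3 at 5 µM with at least 500 cells counted in the well; inconclusive means wells under 500 cells, flagged as cytotoxic or low count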
Myeloid diff MLP: myeloid differentiation induction; calls only at 10 µM; ER-HoxA9 myeloid progenitors, lysozyme-GFP differentiation, flow cytometry; 360,000 compounds, 1% hits; AID 624256;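 active means normalized GFP-positive differentiation at or above the plate's own cutoff, the solvent-only control mean plus 3 SD; inconclusive means no clear call, values can overlap the other calls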;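 further: cells exposed to compound for four days before flow analysis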
T cell HTS: modulates CD8 T cell binding to vesicles; 2C CD8+ T cell-vesicle binding, flow cytometry; stronger effect = lower value; calls only at 7 µM; 330,000 compounds, 0.068% hits; AID 2052;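 active means response, share of CD8 T cells binding vesicles, and their 90th percentile fluorescence all below set limits, cut at about 80% in these data, passing the limit was not always enough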
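System: murine 2C transgenic CD8+ T lymphocytes; also added: QL9-loaded Drosophila micro-vesicles; times: binding 1.5 h at 37 °C; measured by: flow cytometry, PE anti-B7-1 (FL2) versus Alexa647 anti-CD8 (FL8), PFA-fixed; control set: Peptide-free naked vesicles (low) and QL9 vesicles with 0.7% DMSO vehicle (high)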
Dynein transport cytoplasmic EGFP: recorded beside Dynein transport, whose call it bears; z-score; measured here: cytoplasmic GR-EGFP intensity; stronger effect = higher value
Dynein transport nuclear GR-EGFP: also measured in Dynein transport; calls as there; z-score; measured here: nuclear GR-EGFP intensity;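 lower value marks the stronger effect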
Dynein transport cell count: recorded beside Dynein transport, whose call it bears; z-score; measured here: cell count per field
Ins promoter up cell count: further read-out of Ins promoter up, marked with its call; cell count; measured here: cytotoxicity, nuclei count;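 total cells summed across four imaged fields per well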
Lipid droplet cells 6.5 µM: also measured in Lipid droplet; calls as there; cell count; measured here: cell count, cytotoxicity flag;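 cells counted across two imaged fields per well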
b-catenin transl cell count 5 µM: further read-out of b-catenin transl, marked with its call; cell count; measured here: cell count, cytotoxicity flag
T cell HTS vesicle-bound %: recorded beside T cell HTS, whose call it bears; double positive events, %; measured here: CD8+ vesicle-bound cell fraction;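 binding gate set so that unloaded-vesicle control wells show 10% double positive cells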
MT stabilizer Hoechst-high %: further read-out of MT stabilizer, marked with its call; % Hoechst-high responders; measured here: nuclear condensation Hoechst responders;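 share of cells brighter than vehicle mean plus two SD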
MT stabilizer cytotoxicity %: also measured in MT stabilizer; calls as there; toxicity, %; measured here: cytotoxicity by cell density;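 0% = mean cell density of plate MIN control wells and 100% = no cells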
Myeloid diff MLP GFP+ MAC1+ %: second read-out of Myeloid diff MLP, no call of its own (marks repeat the call); GFP+ MAC1+ double positive, %; measured here: differentiation confirmed by MAC1 staining
* hit, by the source's call; i = inactive; ? = inconclusive; nt = not tested or not shown.

Value order: MT stabilizer, MT stabilizer Hoechst-high %, MT stabilizer cytotoxicity %, TNAP activation fold, Dynein transport, Dynein transport cytoplasmic EGFP, Dynein transport nuclear GR-EGFP, Dynein transport cell count, b-catenin transl, b-catenin transl cell count 5 µM, PMI inhibitors, Lipid droplet, Lipid droplet cells 6.5 µM, Ins promoter up, Ins promoter up cell count, Myeloid diff MLP, Myeloid diff MLP GFP+ MAC1+ %, T cell HTS, T cell HTS vesicle-bound %
Cc1ccccc1-n1nc2c(c1NC(=O)c1ccc(Br)o1)CSC2
  4.9, 4.1, 6.6, 1, -1.86, -0.297, -1.28, 0.497, -0.9, 1047, 7.2%, -0.5, 694, -0.11, 1765, i, 12.5, i, 50.6
COc1ccc(N2CCN(C(=O)CSc3nnc(-c4cccnc4)n3-c3ccccc3)CC2)cc1
  2.0, 1.3, 6.1, 1, -0.0688, 6.52, 1.26, 0.0796, nt, nt, -4.5%, 0.8, 755, ?, nt, i, 1.9, i, 19.9
Cc1ccc(NC(=O)CSC2=C(C#N)C(c3ccco3)CC(=O)N2)cc1 (stereo not drawn)
  2.6, 2.8, 10.4, 1.1, -0.289, -0.0587, 0.021, 0.121, -2.6, 1141, 18.2%, -3.7, 782, -0.03, 830, i, 0.7, i, 23.5
CCc1ccc(CN(C)C(=O)CCc2nnc(CCc3cccc(OC)c3)o2)nc1
  2.5, 1.3, 5.6, 1.1, 0.972, -0.0969, 0.79, -1.48, -0.8, 1018, 12.3%, -15.8, 706, nt, nt, i, 0.7, i, 63.6
O=C(/C=C/c1cccc(Cl)c1)c1nc2ccccc2[nH]1
  4.4, 1.2, 12.0, 1.1, -2.73, 0.468, -1.86, 1.08, 0.4, 1225, 7.4%, nt, nt, -1.02, 1193, i, 0.0, i, 6.1
O=C(NCc1cccs1)C1CCC(=O)N1C1CCCCC1 (stereo not drawn)
  2.9, 1.8, 3.0, 1.1, -0.235, -0.111, -0.2, 0.121, 0.0, 1419, 9.9%, nt, nt, -0.2, 1621, i, 6.2, i, 25.1
COc1cc(C(=O)OCc2ccc([N+](=O)[O-])cc2)cc(OC)c1OC
  5.1, 1.8, 4.2, 1.1, -0.621, -0.165, -0.292, 0.751, -4.9, 1057, -62.1%, 37.3, 660, 1.83, 1601, i, 0.2, i, 61.4
COc1cc(-c2nnc(SCC(=O)N(C)C3CCS(=O)(=O)C3)o2)cc(OC)c1OC (stereo not drawn)
  2.5, 1.7, 6.0, 1, -0.632, -0.225, -0.228, 0.57, -2.9, 1008, 7.9%, 2.6, 662, nt, nt, i, 0.5, i, 55.6
COc1ncnc2c1NC(=O)CS2
  0.9, 1.5, 8.8, 1.1, 0.8, -0.195, 0.223, -0.457, -7.6, 1054, 3.0%, nt, nt, 0.11, 1247, i, 0.7, i, 35.8
COc1cc(C2C(C#N)=C(C)NC3=C2C(=O)CC(C)(C)C3)ccc1OCCO (stereo not drawn)
  3.4, 2.1, 6.7, 1.1, -0.626, -0.364, -0.348, 0.547, 1.0, 1131, -0.2%, nt, nt, -0.73, 1253, i, 1.3, i, 56.2
CCOC(=O)c1oc2ccc3c(c2c1C)C(=O)CC1(CCN(C(=O)OCC)CC1)O3
  3.9, 1.6, 15.1, 1.1, 0.656, -0.125, 0.515, 0.407, -0.8, 1131, 17.7%, 0.6, 647, -0.08, 1304, i, 0.9, i, 30.8
N/C(Cc1ccc([N+](=O)[O-])cc1)=N\OC(=O)c1ccc(Br)o1
  3.9, 2.9, 3.0, 1.1, -0.485, -0.24, 0.333, 0.312, 1.8, 532, -7.8%, -15.0, 598, -0.25, 1279, i, 0.9, i, 42.1
C=CCN1CN(Cc2ccco2)CNC1=S
  3.9, 2.2, 10.0, 1.1, 0.0674, -0.207, 0.00803, 0.341, 0.2, 1153, 6.4%, 17.9, 619, -0.26, 1435, i, 0.2, i, 37.4
CCOC(=O)c1c(-c2ccc(C)cc2)csc1NC(=O)C1CC=CCC1C(=O)O (stereo not drawn)
  2.6, 2.3, 10.6, 1, 1.34, -0.181, 1.01, -1, -2.1, 1364, -5.3%, nt, nt, -0.02, 1568, i, 0.8, i, 25.9
O=C(c1ccc(C(F)(F)F)cc1)N1CCC(=O)N(C(COCc2ccc(Cl)cc2)Cc2ccccc2)CC1 (stereo not drawn)
  4.0, 3.2, 9.6, 1, -0.265, -0.0176, 0.201, 0.573, nt, nt, 7.7%, -2.4, 723, -1.24, 1016, i, 1.4, nt, nt
CCCC(=O)c1ccc(N2CCN(C(=O)c3ccccc3Br)CC2)c(F)c1
  2.5, 1.8, 6.0, 1, -0.272, -0.188, -0.121, -0.0373, -2.5, 1177, 15.7%, 14.6, 828, -0.83, 1006, i, 0.3, i, 38.0
N#CC1=C(N)OC2=C(C(=O)CCC2)C1c1cccs1 (stereo not drawn)
  1.8, 1.9, 0.9, 1.1, -0.843, -0.297, -0.603, 0.557, 0.7, 1070, 2.4%, -11.1, 719, -0.01, 1413, i, 0.1, i, 46.3
COC(=O)C1=C(C)NC(C)=C(C(=O)OC)C1c1ccc(NC(C)=O)cc1
  3.4, 2.1, 9.8, 1.1, -0.00422, -0.0216, 0.347, -0.183, nt, nt, 9.4%, -2.9, 756, -0.4, 1313, i, 2.3, i, 16.1
Cc1c(Cl)cccc1NC(=S)N1CCN(Cc2ccc3c(c2)OCO3)CC1
  6.1, 2.5, 5.4, 1.1, -0.211, -0.185, 0.101, -0.802, 3.4, 1068, 12.8%, 4.7, 566, 0.84, 1354, i, 0.1, i, 59.4
Cc1ccc(C)c(Cn2cnc3c(nnn3-c3ccc(F)cc3)c2=O)c1
  2.6, 2.0, 9.0, 1, -0.462, -0.223, -0.0574, 0.733, 0.5, 1343, -0.4%, nt, nt, -0.36, 1306, i, 2.1, i, 25.0
CC1(C)CC(=O)c2sc(NC(=O)c3cccs3)nc2C1
  2.5, 1.9, 5.2, 1, -0.668, -0.217, -0.0172, 0.0349, 1.1, 499, -6.9%, -164.9, 749, nt, nt, i, 0.8, i, 5.9
COc1ccc(S(=O)(=O)N(C)C)cc1NC(=O)CSc1nc(N)cc(N)n1
  nt, nt, nt, nt, 0.0499, -0.246, 0.0329, 0.0841, -2.4, 1092, nt, -2.0, 701, -1.43, 1420, i, 0.5, i, 21.9
COc1ccc(CN(CC2CCC(C(=O)O)CC2)C(=S)Nc2ccccc2OC)cc1 (stereo not drawn)
  2.1, 1.4, 3.2, 0.9, 0.261, -0.172, 0.385, -0.132, 0.1, 1183, -7.5%, 0.2, 651, -0.72, 1287, i, 0.2, i, 28.1
Cc1cc(C(=O)CSc2nc3ccc(Cl)cc3[nH]2)c(C)n1CC1CCCO1 (stereo not drawn)
  1.8, 1.0, 17.6, 1.1, -0.203, -0.233, -0.347, 0.00898, nt, nt, 7.9%, -12.5, 690, -4.43, 633, i, 1.4, i, 29.4
CCCC(=O)Nc1cnc(NC(=O)c2cccc(F)c2)cc1C
  3.0, 2.0, 4.2, 1.3, 0.0858, -0.461, -0.0202, 0.345, 0.4, 1035, 7.3%, 26.3, 614, 0.47, 1279, i, 0.6, i, 41.3
COCCn1nnnc1C(c1ccccc1OC)N1CCc2ccccc2C1 (stereo not drawn)
  2.0, 3.2, 13.1, nt, -0.0396, -0.212, 0.669, 0.755, nt, nt, nt, nt, nt, nt, nt, i, 0.5, i, 38.4
COc1ccc(CNC(=O)COc2ccc(F)cc2)cc1
  2.8, 1.5, 0.0, 1.1, 0.0855, -0.327, 0.547, -0.375, -0.7, 1077, -0.3%, -0.3, 653, -0.49, 1767, i, 0.7, i, 28.8
COc1cc(-c2c(C#N)c(N)nc3c2CCCC3)ccc1O
  5.9, 3.4, 7.6, 1.1, -0.786, -0.318, -0.232, -0.0123, -6.5, 939, -13.3%, nt, nt, -0.79, 1528, i, 0.9, i, 36.5
Cc1cc(O)c(/C=N/Nc2ccccc2Cl)c(=O)o1
  2.5, 1.9, 7.1, 1.1, -0.964, -0.199, 0.0712, 0.414, -0.2, 1408, -36.4%, nt, nt, 0.94, 1560, i, 2.0, i, 45.9
CC(=O)c1ccc(NC(=S)NNC(=O)c2ccccc2[N+](=O)[O-])cc1
  2.5, 1.4, 4.5, 2.4, -0.986, 1.51, -0.245, 1.15, -6.8, 1155, 8.0%, 8.9, 659, 0.34, 1548, i, 0.4, i, 32.2
Cc1ccc(S(=O)(=O)c2cc3ccccc3nc2N)cc1
  6.2, 2.3, 2.2, 1, 1.33, -0.34, 0.448, -0.791, 2.3, 1083, 2.3%, -0.1, 706, 0.2, 1203, i, 0.2, i, 41.2
CN1CCc2c(sc3ncn4nc(-c5ccccc5O)nc4c23)C1
  1.7, 0.9, 5.8, 1, 0.571, -0.0571, 0.229, 0.0588, 6.1, 1002, 6.8%, -1.1, 807, 1.12, 894, nt, nt, nt, nt

Source: PubChem (several laboratories)
